MC4R antagonist – MC4R antagonists of cAMP signaling, primary screen, cell-based, TR-FRET, antagonist arm of biased-ligand search; Melanocortin receptor 4 (Homo sapiens), P32245; MC4R-expressing cells, MTII-stimulated cAMP, LANCE TR-FRET; inhibition, % at 6.5 µM; hit rate 0.48% among 360,000; AID 540295, 2011;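 active means inhibition above its plate's cutoff, the mean of tested wells on that plate plus 3 SD, cut at about 29% in these data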;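 further: 0% = Melanotan II alone and 100% = Melanotan II plus saturating MCL0020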
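Material – human MC4R-expressing U2OS cells · Repeats – no replicates · Detection – TR-FRET with Eu-cAMP and labeled anti-cAMP, 671 nm · Times – compound 30 min, challenge 1 h, detection 1 h · Compound – single nominal compound dose of 6.5 µM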
CaV13 ICDI inh – Disruptors of the CACNA1D IQ motif to Ca2+-dependent inactivation inhibitor domain association, primary screening, Förster resonance energy transfer in intact living … | HEK cells, CFP/YFP FRET ICDI-IQ, plate reader, 10 min; percent FRET-ratio fall versus neutral wells | inhibition, % at 12.3 µM | hit rate 0.098% among 340,000 | AID 743397;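 active means mean replicate inhibition of at least 30% and at least 1% of replicates passing that level; inconclusive means only one of the two criteria is met; inactive means neither criterion is met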;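 further: 0% = median of the neutral control wells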
H9c2 protect – cardioprotection against H2O2-induced cell death, primary screen, uHTS, H9c2 cells, ATPLite luminescence; protection from H2O2 cell death, % at 20 µM; H9c2 cardiomyocytes, H2O2 injury protection, 2 h; AID 588492, 2011; hit rate 0.63% among 360,000;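 active means compounds giving at least 50% protection of heart cells from peroxide-induced death in the single-dose screen, raw or plate-pattern-corrected value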;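 further: 0% = DMSO wells with peroxide and 100% = DMSO wells without peroxide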
HTR2A ag – mouse Htr2a agonists via beta-arrestin recruitment, primary screen, cell-based, luminescence; 5-hydroxytryptamine receptor 2A (Mus musculus), P35363; CHO-K1 mHTR2A beta-arrestin complementation; percent of 30 µM serotonin response; activation, % at 7.6 µM; hit rate 0.66% among 360,000;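 active means activation above a run cutoff, the mean activation of all tested compounds plus 3 SD, cut at about 14% in these data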;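 further: 0% = plate median of compound wells and 100% = 30 µM serotonin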
PDI inh – inhibitors of human PDI, primary screen, biochemical, turbidity, single point, plate reader; Protein disulfide-isomerase (Homo sapiens), P07237; PDI insulin aggregation turbidity, A650, 90 min; inhibition, % at 10 µM; hit rate 0.052% among 350,000; AID 588391, 2011;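 active means mean inhibition across replicates of 30% or more, whatever share of single replicates reach that level; inconclusive means mean inhibition below 30% while every single replicate reaches 30%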;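 further: absorbance from insulin aggregation driven by PDI reduction with DTT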
aDG glyco up – activators of alpha-DG glycosylation, primary screen, uHTS, Pro5-aDG cells, AlphaScreen. activation, % at 10 µM. hit rate 0.22% among 360,000. alpha-DG glycosylation AlphaScreen (IIH6); 0% Pro5, 100% B10-LARGE cell signal. AID 624168, 2012;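 active means activation of at least 8% versus controls, or a plate z-score of at least 8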;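 further: Pro5 are CHO cells carrying HIG-tagged alpha-DG that lacks glycosylation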
MC4R barr agon – MC4R agonists recruiting beta-arrestin, primary screen, cell-based, luminescence, agonist arm of biased-ligand search; Melanocortin receptor 4 (Homo sapiens), P32245; U2OS MC4R beta-arrestin complementation; percent of melanotan II response, DMSO zero; activation, % at 8.9 µM; hit rate 0.98% among 360,000; AID 540308, 2011;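 active means activation above a per-plate cutoff, the mean activation of sample wells on that plate plus 3 SD, cut at about 8% in these data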
ABCB6 inh 2 – ABCB6 transporter inhibitors, primary screen, K562-ABCB6 cells, flow cytometry, MLPCN library; K562-ABCB6 porphyrin accumulation, 1 h; active compounds read low; fluorescence ratio to DMSO, % at 10 µM; hit rate 0.19% among 360,000; AID 602162, 2011;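 active means fluorescence ratio to DMSO below 75%, the collection mean minus 3 SD; inconclusive means too few cells collected in the well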;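 further: signal is porphyrin accumulated inside mitochondria; 100% equals median channel fluorescence of DMSO control wells; lower ratio means ABCB6 inhibition with less porphyrin fluorescence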
Target sequence (Q9NP58 whole entry, looked up): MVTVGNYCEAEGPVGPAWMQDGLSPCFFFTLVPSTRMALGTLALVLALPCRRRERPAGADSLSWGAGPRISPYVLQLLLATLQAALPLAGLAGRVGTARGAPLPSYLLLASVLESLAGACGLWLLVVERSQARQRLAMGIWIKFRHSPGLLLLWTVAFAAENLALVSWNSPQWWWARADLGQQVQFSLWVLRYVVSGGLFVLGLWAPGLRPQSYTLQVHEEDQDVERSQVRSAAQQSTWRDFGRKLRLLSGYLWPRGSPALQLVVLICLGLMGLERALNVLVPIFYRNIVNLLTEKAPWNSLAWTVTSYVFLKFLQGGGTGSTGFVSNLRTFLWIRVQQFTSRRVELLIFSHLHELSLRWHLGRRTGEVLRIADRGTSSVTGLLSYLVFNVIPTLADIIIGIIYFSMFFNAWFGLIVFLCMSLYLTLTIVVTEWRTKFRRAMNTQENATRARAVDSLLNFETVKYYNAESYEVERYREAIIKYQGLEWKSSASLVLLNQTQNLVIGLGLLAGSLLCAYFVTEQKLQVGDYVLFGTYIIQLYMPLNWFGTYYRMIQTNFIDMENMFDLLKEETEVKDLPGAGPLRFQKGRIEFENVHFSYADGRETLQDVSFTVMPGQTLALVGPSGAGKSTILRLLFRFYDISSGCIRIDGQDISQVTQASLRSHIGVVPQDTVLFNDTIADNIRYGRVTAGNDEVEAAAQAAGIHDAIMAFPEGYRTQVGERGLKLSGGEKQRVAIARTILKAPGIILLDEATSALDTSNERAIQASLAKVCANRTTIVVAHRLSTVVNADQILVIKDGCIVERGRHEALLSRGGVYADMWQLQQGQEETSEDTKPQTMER
N-glyco inh – increase of ERlucT glycosylation luciferase signal, primary screen, N-linked glycosylation inhibitor project, D54 ERlucT cells, luminescence, set 2; D54 ERlucT glycosylation luciferase reporter, 24 h; percent of 100 nM tunicamycin response; reporter increase, % at 12.5 µM; hit rate 0.23% among 360,000; AID 588692, 2011;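 active means mean luciferase reporter signal, scaled so untreated is 0 and the glycosylation-blocking control 100, at or above a set limit in every replicate; inconclusive means mean reaches the limit but not every replicate does; inactive means mean below the limit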;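 further: luciferase carries N-glycosylation sites so blocking glycosylation raises the light; 0% = median of neutral control wells and 100% = median of 100 nM tunicamycin wells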
Vif inh – HIV Vif self-association inhibitors, primary screen, imaging, HEK293T, single point; hit rate 0.35% among 340,000; inhibition, % at 7.49 µM; AID 602346, 2012; HEK293T cells, Vif self-association by quenched fluorescence, 24 h; in the data active means inhibition above about 50%, passing the limit was not always enough; inconclusive means no clear call, values can overlap the other calls; inactive means below about 31%; further: some results filed as inactive read as strong as hits
* = called active by the depositor.

What do the screens show for `COc1cccc(OC)c1OCC(C)CNCC1CCCO1` (configuration not stated)?
MC4R antagonist: 6; CaV13 ICDI inh: -10; H9c2 protect: 1; HTR2A ag: 0; PDI inh: -2; aDG glyco up: -0.1; MC4R barr agon: -1.7; ABCB6 inh 2: 97; N-glyco inh: 4; Vif inh: 3

What do the screens show for `CCCCc1cc(=O)oc2c3c(cc(OCC(=O)N4CCC[C@H]4C(=O)O)c12)OC(C)(C)CC3`?
MC4R antagonist: -5; H9c2 protect: -8; HTR2A ag: -1; aDG glyco up: 0.1; MC4R barr agon: -0.7; ABCB6 inh 2: 104; N-glyco inh: -1; Vif inh: 9

Results for C[C@@H]1CN([C@H](C)CO)C(=O)CCCn2nncc2CO[C@@H]1CN(C)C(=O)C1CCCCC1 ?
MC4R antagonist: 1; H9c2 protect: -4; HTR2A ag: -1; PDI inh: 9; aDG glyco up: 0.1; MC4R barr agon: 0.4; ABCB6 inh 2: 93; N-glyco inh: 0; Vif inh: 7

Results for COc1ccc(NC(=O)CC(C)CC(=O)NCc2ccccc2)c(OC)c1 (configuration not stated) ?
MC4R antagonist: 5; CaV13 ICDI inh: -3; H9c2 protect: 4; HTR2A ag: 4; PDI inh: -4; aDG glyco up: -0.1; MC4R barr agon: -1.9; ABCB6 inh 2: 94; N-glyco inh: 2; Vif inh: -1

How did O=C(NC(=S)Nc1ccc(S(=O)(=O)Nc2ncccn2)cc1)c1cccc(Br)c1 do in these assays?
MC4R antagonist: 10; CaV13 ICDI inh: -3; H9c2 protect: 7; HTR2A ag: -1; PDI inh: 4; aDG glyco up: -0.2; MC4R barr agon: -2.8; ABCB6 inh 2: 104; N-glyco inh: -1; Vif inh: -3

Results for COc1cc(C(=O)NCc2ccc(-c3nc4ccccc4s3)cc2)cc(OC)c1OC ?
MC4R antagonist: 10; CaV13 ICDI inh: -2; H9c2 protect: 0; HTR2A ag: 0; PDI inh: -17; aDG glyco up: 0.4; MC4R barr agon: -0.3; ABCB6 inh 2: 99; N-glyco inh: 5; Vif inh: -1

What do the screens show for `O=C(Nc1ccccc1N1CCCC1)c1ccccc1Cl`?
MC4R antagonist: -3; CaV13 ICDI inh: -6; H9c2 protect: -6; HTR2A ag: -4; PDI inh: -10; aDG glyco up: 0.1; MC4R barr agon: 0.5; ABCB6 inh 2: 96; N-glyco inh: -1; Vif inh: -1

What do the screens show for `NNC(=O)c1ccc(Cn2cc(Cl)cn2)o1`?
MC4R antagonist: 3; CaV13 ICDI inh: inconclusive; H9c2 protect: 5; HTR2A ag: -4; PDI inh: 10; aDG glyco up: -0.1; MC4R barr agon: -0.4; ABCB6 inh 2: 102; N-glyco inh: 0; Vif inh: -2

How did O=C(Nc1cc([N+](=O)[O-])ccc1N1CCOCC1)c1cccs1 do in these assays?
MC4R antagonist: 2; H9c2 protect: 1; HTR2A ag: 5; PDI inh: 1; aDG glyco up: -0.1; MC4R barr agon: -3.1; ABCB6 inh 2: 101

How did CCCc1nc2ccccc2n1Cc1ccccc1OC do in these assays?
MC4R antagonist: 2; CaV13 ICDI inh: 4; H9c2 protect: -14; HTR2A ag: -8; PDI inh: -4; aDG glyco up: 1.1; MC4R barr agon: -3.0; ABCB6 inh 2: 93; N-glyco inh: 0; Vif inh: 1

Results for COc1ccc(CNC(=O)C[C@H]2C[C@H](C(=O)N3CCOCC3)[C@@]3(C)c4[nH]c5cc(-c6ccco6)ccc5c4CCN3C2=O)cc1OC ?
MC4R antagonist: -4; CaV13 ICDI inh: -3; H9c2 protect: 39; HTR2A ag: -5; PDI inh: 19; aDG glyco up: 0.1; MC4R barr agon: 0.1; ABCB6 inh 2: 98; N-glyco inh: 1; Vif inh: 5

How did COc1ccccc1N1CCN(/N=C/c2c(C)nn(-c3ccccc3)c2C)CC1 do in these assays?
MC4R antagonist: 5; CaV13 ICDI inh: -4; H9c2 protect: -2; HTR2A ag: -2; PDI inh: -3; aDG glyco up: -0.4; MC4R barr agon: -1.0; ABCB6 inh 2: 96; N-glyco inh: -3; Vif inh: 8

How did CCOc1ccc(NC(=S)Nc2cccc3ccccc23)cc1 do in these assays?
MC4R antagonist: -5; CaV13 ICDI inh: -6; H9c2 protect: -8; HTR2A ag: -1; PDI inh: 5; aDG glyco up: -0.2; MC4R barr agon: -2.3; ABCB6 inh 2: 95; N-glyco inh: -4; Vif inh: 4

What do the screens show for `CC(=O)c1cccc(N(C(=O)CNC(=O)c2ccco2)C(C(=O)NCC2CCCO2)c2ccccc2)c1` (configuration not stated)?
MC4R antagonist: 1; CaV13 ICDI inh: -3; H9c2 protect: 1; HTR2A ag: -1; PDI inh: 4; aDG glyco up: 0.1; MC4R barr agon: 1.0; ABCB6 inh 2: 100; N-glyco inh: 0; Vif inh: 2

How did O=C(CN1CCN(CC(=O)Nc2ccccc2F)CC1)Nc1cccc(F)c1 do in these assays?
MC4R antagonist: 3; CaV13 ICDI inh: -19; H9c2 protect: 6; HTR2A ag: 4; PDI inh: -3; aDG glyco up: 0.1; MC4R barr agon: 0.9; ABCB6 inh 2: 99; N-glyco inh: 1; Vif inh: 2

What do the screens show for `CN(CC(=O)Nc1ccc(F)cc1)C(=O)COC(=O)CN1C(=O)NC2(CCCC2)C1=O`?
MC4R antagonist: 1; H9c2 protect: 15; HTR2A ag: -12; PDI inh: -12; aDG glyco up: 0.0; MC4R barr agon: -0.4; ABCB6 inh 2: 102; N-glyco inh: 1; Vif inh: -2

Results for CC(=O)N1CCc2c(sc(NC(=O)CCS(=O)(=O)c3ccc(C)cc3)c2C#N)C1 ?
MC4R antagonist: 6; CaV13 ICDI inh: -5; H9c2 protect: 1; HTR2A ag: 1; PDI inh: 0; aDG glyco up: 0.0; MC4R barr agon: -1.8; ABCB6 inh 2: 94; N-glyco inh: -1; Vif inh: 2

How did CCN1CCN(C(=O)CCc2nc3ccccc3c(=O)[nH]2)CC1 do in these assays?
MC4R antagonist: 1; CaV13 ICDI inh: -5; H9c2 protect: 50; HTR2A ag: 0; PDI inh: 3; aDG glyco up: 0.1; MC4R barr agon: -0.7; ABCB6 inh 2: 85; N-glyco inh: 0

What do the screens show for `Cc1c(NS(=O)(=O)c2cccc(C(=O)NCc3ccc(Cl)cc3)c2)c(=O)n(-c2ccccc2)n1C`?
MC4R antagonist: 5; CaV13 ICDI inh: -4; H9c2 protect: 4; HTR2A ag: -1; PDI inh: 0; aDG glyco up: 0.0; MC4R barr agon: -1.5; ABCB6 inh 2: 89; N-glyco inh: 1; Vif inh: 7

Results for COc1cc(NC(=S)NC(=O)C(C)C)ccc1NC(=O)c1cc2ccccc2o1 ?
MC4R antagonist: 4; CaV13 ICDI inh: 5; H9c2 protect: -1; HTR2A ag: 5; PDI inh: -4; aDG glyco up: 0.0; MC4R barr agon: 0.3; ABCB6 inh 2: 96; N-glyco inh: -10; Vif inh: 2

How did CC(C)(/C=N/O)N(O)C=C1C=CC(=O)C=C1 do in these assays?
MC4R antagonist: 18; CaV13 ICDI inh: 2; H9c2 protect: 2; HTR2A ag: 5; PDI inh: 1; aDG glyco up: 0.0; MC4R barr agon: -1.5; ABCB6 inh 2: 96; N-glyco inh: 2; Vif inh: -1

Results for CSc1nnc2c(n1)OC(C)=Nc1ccccc1-2 ?
MC4R antagonist: -5; CaV13 ICDI inh: -9; H9c2 protect: 15; HTR2A ag: -4; PDI inh: -2; aDG glyco up: 0.0; MC4R barr agon: -1.1; ABCB6 inh 2: 100; N-glyco inh: 3

What do the screens show for `Cc1cccc(NC(=O)CCNS(=O)(=O)c2cc(Br)cnc2N)c1C`?
MC4R antagonist: 1; CaV13 ICDI inh: -5; H9c2 protect: -2; HTR2A ag: -2; PDI inh: 3; aDG glyco up: 0.0; MC4R barr agon: -0.3; ABCB6 inh 2: 97; N-glyco inh: -3; Vif inh: 2

Results for CCC1CCCCN1C(=O)c1ccc([N+](=O)[O-])o1 (configuration not stated) ?
MC4R antagonist: 5; CaV13 ICDI inh: -7; H9c2 protect: 4; HTR2A ag: -3; PDI inh: 11; aDG glyco up: 0.0; MC4R barr agon: -1.9; ABCB6 inh 2: 101; N-glyco inh: 2; Vif inh: 20

Results for Cc1cccc(CC(C)NC(=O)CCc2nnc(CCCCc3ccccc3)o2)n1 (configuration not stated) ?
MC4R antagonist: 10; CaV13 ICDI inh: -7; H9c2 protect: -3; HTR2A ag: 0; PDI inh: -10; aDG glyco up: 0.1; MC4R barr agon: -2.6; ABCB6 inh 2: 93; N-glyco inh: 0; Vif inh: -2

Bioassay records deposited in PubChem by several laboratories.
